OXTR ag – agonists of human oxytocin receptor; P30559; CHO-OTR cells, Fluo-8 calcium fluorescence; normalized: DMSO 0%, oxytocin 100%; activation, % at 3 µM; 320,000 compounds, 0.32% hits;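 active = activation above the mean of all tested compounds plus 3 SD, cutoff set per screening run, cut at about 20% in these data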;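 note: peak over basal fluorescence ratio from a 100 s FLIPR kinetic read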
V1aR counter – activates human V1a receptor in oxytocin agonist counter-screen. CHO-V1R cells, Fluo-8 calcium fluorescence, agonist mode; 0% DMSO, 100% 3 nM vasopressin. activation, % at 3 µM. P37288. 320,000 compounds, 0.25% hits;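 active = activation above the mean activation of all tested compounds plus 3 SD, per screening run, cut at about 20% in these data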;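 note: signal is peak over basal fluorescence ratio across a 100 second FLIPR read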
GalR3 antagonist – human GalR3 antagonism; O60755; HEK293 GalR3-CNG cAMP membrane potential fluorescence; galR3 body fused to GalR1 C-terminus; inhibition, % at 3 µM; 360,000 compounds, 0.44% hits; AID 651719;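 active = inhibition above the screen-wide average plus 3 SD, cut at about 13% in these data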;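 note: forskolin and galanin both at EC90 stimulate the cells; cAMP rise reported by CNG channel membrane potential dye signal; 0% = forskolin plus galanin with DMSO and 100% = forskolin alone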
Target sequence (O60755 1-299 limits assumed): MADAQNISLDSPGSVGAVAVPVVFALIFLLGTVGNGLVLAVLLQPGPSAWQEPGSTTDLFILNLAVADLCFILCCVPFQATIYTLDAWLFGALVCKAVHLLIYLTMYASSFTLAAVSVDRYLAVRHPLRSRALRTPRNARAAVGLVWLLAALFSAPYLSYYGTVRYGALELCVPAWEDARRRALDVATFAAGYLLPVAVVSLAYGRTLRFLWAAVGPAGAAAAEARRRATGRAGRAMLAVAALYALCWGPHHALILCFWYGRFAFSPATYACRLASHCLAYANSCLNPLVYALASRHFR
PHOSPHO1 inh – inhibitors of human PHOSPHO1 phosphatase | 290,000 compounds, 1.1% hits | inhibition, % at 13.3 µM | Q8TCT1 | recombinant PHOSPHO1, absorbance phosphatase assay; in the data active = inhibition above about 60%
MEKK3 PB1 HTS – MEKK3-MEK5 PB1 interaction, increase or decrease; Q99759; 290,000 compounds, 1.4% hits; bead-based flow cytometry, Alexa488-MEK5 binding to MEKK3; actives lie on both sides; 0 = blocked by unlabeled MEK5, 100 = vehicle; binding response (% of control), % at 10 µM; AID 1529;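 active = binding response more than 3 SD above or below the average of its plate-row segment, actives on both sides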;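 note: Alexa488 bead fluorescence after subtracting the streptavidin-only scavenger bead signal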
Target sequence (Q99759 whole entry, looked up): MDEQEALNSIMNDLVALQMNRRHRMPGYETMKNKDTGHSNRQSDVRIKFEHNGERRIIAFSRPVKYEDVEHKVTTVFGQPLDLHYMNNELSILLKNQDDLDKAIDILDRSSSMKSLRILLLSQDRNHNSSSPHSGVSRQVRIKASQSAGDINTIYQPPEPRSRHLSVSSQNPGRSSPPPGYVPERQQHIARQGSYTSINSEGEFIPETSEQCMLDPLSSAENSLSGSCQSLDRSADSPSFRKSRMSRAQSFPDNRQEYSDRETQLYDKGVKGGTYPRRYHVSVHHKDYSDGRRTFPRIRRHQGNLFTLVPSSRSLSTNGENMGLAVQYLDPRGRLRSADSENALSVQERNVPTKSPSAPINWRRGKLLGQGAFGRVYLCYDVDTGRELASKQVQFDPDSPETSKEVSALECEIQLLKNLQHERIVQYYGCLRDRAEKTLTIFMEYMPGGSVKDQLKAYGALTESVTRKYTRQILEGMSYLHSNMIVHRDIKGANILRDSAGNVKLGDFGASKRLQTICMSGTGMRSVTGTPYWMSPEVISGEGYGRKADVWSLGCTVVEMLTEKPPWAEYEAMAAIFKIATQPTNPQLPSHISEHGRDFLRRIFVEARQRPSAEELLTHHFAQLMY
MEKK2 mut-MEK5 – signal of MEK5 binding to mutant human MEKK2 PB1 domain. bead flow cytometry, Alexa488-MEK5 binding to MEKK2 mutant. percent response, % at 10 µM. 290,000 compounds, 0.35% hits; in the data active = percent response above about 24%, passing the limit was not always enough; note: inactives centre near 1; some results filed as inactive read as strong as hits; reference of the scale not given here
NALP1 inh – NALP1 inhibition. S. cerevisiae NALP1/ASC/caspase-1 growth, X-gal OD620, 72 h. inhibition, % at 10 µM. 280,000 compounds, 0.61% hits. AID 2071; in the data active = inhibition mostly above about 24%, no sharp cut-off; inactive = mostly below about 32%; note: some compounds called inactive have numbers as strong as hits
MEKK2 WT-MEK5 – raises or lowers MEK5 binding to wildtype human MEKK2 PB1 domain. Q9Y2U5. bead flow cytometry, Alexa488-MEK5 binding to MEKK2 WT; actives lie on both sides. binding response (% of control), % at 10 µM. 290,000 compounds, 1.1% hits. AID 1531; in the data active = binding response below about 67% or above about 130%
GPR7 antagonist – human neuropeptides B/W receptor 1 antagonism; GPR7-expressing cells, fluorescence antagonist assay; P48145; AID 1861; 290,000 compounds, 1.1% hits; inhibition, % at 4.4 µM; in the data active = inhibition above about 16%, passing the limit was not always enough;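 note: cells stimulated with the agonist NPW; 0% = agonist with vehicle and 100% = vehicle without agonist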
Active calls of the source: *; . = not tested or not shown; & = joins results of further samples; [ ] = dose if it differs, or a comment. Outcome played no part in choosing rows. About 5.4% of those tested had a hit in this group.

SMILES	OXTR ag	PHOSPHO1 inh	MEKK2 WT-MEK5	GalR3 antagonist	MEKK2 mut-MEK5	MEKK3 PB1 HTS	NALP1 inh	V1aR counter	GPR7 antagonist
COC(=O)C1=C(N)OC2=C(C(=O)CCC2)C1c1cccnc1 (configuration not stated)	-0.4	10	93	-2	-6	95	-13	0.0	-6
COc1ccc(C(C(=O)NC2CCCCC2)N(C(=O)c2ccco2)c2ccccc2OC)cc1 (configuration not stated)	3.8	45	97	-8	2	101	1	1.7	29*
CC1=N/C(=C/c2cccnc2)C(=O)O1	1.4	1	93	3	-3	99	37	0.7	-12
COc1ccccc1N(CC(=O)Nc1ccc(F)c(F)c1)S(C)(=O)=O	2.5	3	101	0	1	99	-5	1.5	2
CCCCOc1ccc(C(=O)NCc2ccco2)cc1	-0.5	41	108	-6	3	102	8	1.1	-6
Cc1ccc(C(C(=O)NC(C)(C)C)N(Cc2cccs2)C(=O)c2csnn2)cc1 (configuration not stated)	-1.3	.	95	-4	-2	96	.	-0.4	-8
COc1ccc2nc3sc(C(=O)NCCCN4CCc5ccccc5C4)cc3cc2c1	-0.9	-23	122	1	1	101	-1	-1.4	-7
O=C(CN1CCN(c2ccccc2)CC1)Nc1nccs1	0.3	-2	99	-3	-1	100	9	1.1	-2
CC1=Nc2ccc(C)cc2/C1=C/c1c(N)n2oc(C)cc2nc1=O	0.8&1.6	27&12	97&79	-6&-1	3&-10	105&91	-10	0.9&1.7	-15&-3
COc1ccc(S(=O)(=O)NC(C)C(=O)NCc2ccc3c(c2)OCO3)cc1OC (configuration not stated)	-0.6	35	85	-10	-7	95	-7	-0.6	-7
CCOc1ccc(CCNC(=O)COC(=O)c2cc(OC)c(OC)c(OC)c2)cc1OCC	1.0	58	99	2	1	105	13	-0.7	-17
COc1ccc(S(=O)(=O)NCC2CCC(C(=O)NCC(OC)OC)CC2)cc1 (configuration not stated)	-0.3	-28	96	4	-3	103	-3	-0.6	5
COC(=O)c1ccccc1NC(=O)C/C(C)=N/NC(=O)CC#N	-1.3	8	84	-6	-12	94	34*	-0.1	0
Cc1ccc(NC(=O)CSc2nnc(NC(=O)c3ccc(S(=O)(=O)N4CCOCC4)cc3)s2)cc1	-0.4	-10	100	2	-2	102	42	0.1	-2
Fc1ccc(/C=N/NC(=S)Nc2cccnc2)cc1F	-1.3	26	98	-6	1	101	8	0.2	3
COc1cc(OC)cc(C(=O)NCC(=O)Nc2ccc(C)c(Cl)c2)c1	-0.5	29	106	-6	11	106	27	1.2	-7
Cn1nc(-c2ccccc2)c2cc(C(=O)O)sc21	0.4	36	96	-1	-2	94	8	0.8	0
CC(C)CNC(=O)CO/N=C/c1ccccc1Cl	-2.1	-6	84	5	-10	82	-1	0.1	-6
COc1ccc(OC)c(Nc2nc(N)nc(CCl)n2)c1	-0.5	32	98	1	-1	98	.	-0.6	-9
COc1ccc(CCNS(=O)(=O)c2ccc(-n3cnnn3)c(OC)c2)cc1OC	1.0	26	102	0	-1	101	14	0.7	-10
O=C(Nc1ccccc1Cl)Nc1ccnn1C1CCN(C(=O)CCN2CCCO2)CC1	0.6	19	120	-8	6	101	10	0.2	-22
O=C(O)c1ccc(N2C(=O)c3cccc4cccc(c34)C2=O)cc1	.	-26	102	-5	2	102	13	.	6
Cn1c(C(=O)N2CCCC(C(=O)NCCc3ccccc3)C2)cc2sccc21 (configuration not stated)	2.1	9	101	-8	1	102	26	1.5	7
Cc1ccc(SCCNC(=O)c2ccc(C)c(S(=O)(=O)Nc3ccccc3C)c2)cc1	-1.6	8	110	-3	6	108	8	-0.9	-11
O=C(NCCCN1CCCC(O)C1)c1cc(COc2ccc(F)cc2F)on1 (configuration not stated)	-0.3	26	96	5	-1	93	12	0.0	-20
COc1ccc(N(CC(=O)Nc2cccc(C)c2)S(=O)(=O)c2c(C)noc2C)cc1	-1.6	10	102	-10	1	101	27	0.8	5
O=C(Nc1nnc(SCc2ccc(F)cc2)s1)c1ccc2ncsc2c1	.	0	101	-2	0	125	29	.	-5
CSc1nc2ccc(Cl)cc2[nH]1	-0.3	-23	102	-9	1	104	25	-0.1	-14
COc1ccccc1NC(=O)Cn1cnc2c(nc3n2CCCCC3)c1=O	0.7	27	105	0	2	101	2	-0.2	-4
COc1ccc(-c2nnc(SCc3ccc(C(=O)O)cc3)n2C)cc1OC	0.7	24	104	-3	6	101	28	0.7	-11
CCCCn1nnnc1NCc1cc(OC)c(OC)cc1OC	0.9	6	97	-4	-1	99	8	1.9	-3
Cn1c(SCC(=O)c2ccc(F)cc2)nnc1-c1cnccn1	-0.1	21	103	-1	2	101	6	0.2	-9

Entries of single compounds from above. Order of values: OXTR ag, PHOSPHO1 inh, MEKK2 WT-MEK5, GalR3 antagonist, MEKK2 mut-MEK5, MEKK3 PB1 HTS, NALP1 inh, V1aR counter, GPR7 antagonist
Cn1c(SCC(=O)c2ccc(F)cc2)nnc1-c1cnccn1 as listed: -0.1, 21, 103, -1, 2, 101, 6, 0.2, -9
CC1=N/C(=C/c2cccnc2)C(=O)O1 as listed: 1.4, 1, 93, 3, -3, 99, 37, 0.7, -12

Next section:
SMILES	OXTR ag	PHOSPHO1 inh	MEKK2 WT-MEK5	GalR3 antagonist	MEKK2 mut-MEK5	MEKK3 PB1 HTS	NALP1 inh	V1aR counter	GPR7 antagonist
CCc1nn(CC(=O)NCCCN2CCN(C)CC2)c(=O)c2cc3sccc3n12	-0.2	33	99	0	-1	102	23	-0.2	-4
COc1cc(C2C(C(=O)c3cc4ccccc4o3)=C(O)C(=O)N2CCN2CCOCC2)ccc1OCCC(C)C (configuration not stated)	.	.	99	0	-4	100	-15	.	-13
CC(C)c1nnc(NC(=O)CCC(=O)N2CCN(Cc3ccccc3)CC2)s1	-0.1	-16	102	4	2	102	11	0.8	-16
CN(C)S(=O)(=O)c1ccc2c(c1)c(=O)c(C(=O)N1CCOCC1)cn2C	1.9	20	110	0	3	111	2	-0.1	-5
O=C(COc1ccccc1)Nc1ccc2[nH]ncc2c1	1.5	41	104	-11	2	101	10	0.4	-17
O=C(NCc1ccco1)C1Cc2ccccc2CN1S(=O)(=O)c1ccccc1F (configuration not stated)	-0.7	.	.	-5	.	.	.	-0.3	-2
CCOc1cc(/C=C2\C(=O)N(CCc3ccc(OC)c(OC)c3)C(C)=C2C(=O)OC)ccc1O	0.0	21	95	-2	-1	60*[inhibitor]	-18	1.6	-8
COc1ccc(S(=O)(=O)N(C)c2ccc(C(=O)N3CCN(C)CC3)cc2)cc1	0.6	46	96	1	-3	97	18	0.2	-17
N#Cc1c2n(c3c(=O)[nH]cnc13)CCCC2	-0.5	8	100	-6	-1	103	23	-0.6	-6
COc1cc(/C=N/NC(=O)CCn2c3ccccc3c3ccccc32)ccc1O	5.2	4	97	-7	0	97	12	3.5	-5
Cc1cccnc1NC(=O)/C=C/c1ccc2c(c1)OCO2	-0.9	-11	90	-9	2	103	26	-0.1	0
O=C(NCCCn1ccnc1)c1cccc(S(=O)(=O)NCc2ccccc2)c1	-1.0	-33	98	1	-3	97	-10	0.3	-5
CCOC(=O)c1ccc(NC(=O)CCNS(=O)(=O)c2cc(Br)cnc2N)cc1	0.6	41	100	-2	-10	100	14	1.4	1
CC(=O)N1CCN(C(=O)CNC(=O)c2ccc(Br)o2)CC1	-0.3	14	103	-3	8	103	-5	-0.3	-18
O=c1cc(-c2ccc(O)cc2)oc2cc(O)c(C3OC(CO)C(O)C(O)C3O)c(O)c12 (configuration not stated)	-0.6	44	88	4	-6	97	-6	1.5	-15
COC(=O)Cn1nc(-c2ccc(C)c(S(=O)(=O)N(C)C)c2)c2ccccc2c1=O	2.1	1	95	1	1	99	-2	1.3	-5
O=C(Cn1c(=O)sc2ccccc21)Nc1ccccc1	-0.7	21	102	-4	4	104	0	0.9	12
Cn1cccc1CC(=O)N/N=C/c1ccc([N+](=O)[O-])cc1	0.3	28	99	-5	-2	99	4	-0.2	-15
Nc1ccc(S(=O)(=O)Nc2nc(-c3ccccc3)cc(-c3ccccc3)n2)cc1	1.5	37	105	-4	3	107	.	-0.4	-9
COc1ccc(NC(=O)C2CCN(Cc3cnn(-c4ccccc4)c3-n3cccc3)CC2)cc1OC	1.2	-36	91	-6	-5	86	9	0.2	-2
CCC(C)[C@H](NC(=O)[C@H](Cc1ccccc1)n1c(=O)[nH]c2ccccc2c1=O)C(=O)NCC1CCC(C(=O)O)CC1 (some centres not stated)	0.1	24	107	-2	6	104	-10	0.4	-13
CCCn1nc2ccccc2c1P(=N)(N1CCOCC1)N1CCOCC1	-0.2	9	101	-4	6	102	6	0.7	-2
COc1ccc(S(=O)(=O)N2CCCCC2)cc1NC(=O)CSc1ncnc2ccccc12	-1.1	4	87	-11	4	97	28	2.8	3
CCOC(=O)c1sc(NC(=O)c2cccc(S(=O)(=O)N3CCc4ccccc43)c2)c(C#N)c1C	13	25	100	-5	-3	106	.	7.4	-9
CCOC(=O)c1c(-c2ccccc2)oc2ccc(OC(C)C(=O)O)cc12 (configuration not stated)	-0.3	8	105	8	5	101	-12	-0.5	-6
O=C(c1cccc(Cl)c1)N1CCN(Cc2c[nH]c3ccccc23)CC1	4.7	-1	102	-1	-9	104	-14	1.4	-2
CN1N=C(C(=O)N2CCN(c3ccc([N+](=O)[O-])cc3)CC2)CCC1=O	-0.8	1	102	-3	-1	98	22	0.5	-3
O=C(CSc1nnc(Cc2ccccc2)o1)Nc1ccccc1	1.9	12	98	-2	-7	93	12	0.4	2
CCOc1ccccc1C(=O)NC1CCN(CC(=O)Nc2cc(OC)ccc2OC)CC1	0.3	25	107	1	2	107	16	0.2	-14
O=C(CSc1n[nH]c(-c2ccncc2)n1)Nc1ccc(Cl)cc1	1.1	12	101	-9	1	102	20	1.2	1
CCN(CC)Cc1cc2[nH]c3c4ccc(Cl)cc4ncc3c2cc1OC	.	-5	163*	-9	38*	96	0	.	-8
CCOc1ccccc1N(CC(=O)Nc1ccccc1F)S(=O)(=O)c1ccccc1	-0.3	31	108	-3	11	104	-13	0.6	-6
CC(=O)NCCc1ccc(S(=O)(=O)Nc2ccc(NC(=O)c3ccc(F)cc3)cc2)cc1	-0.1	36	100	-6	2	98	0	-0.1	0
O=C(/C=C\Nc1ccc2c(c1)OCO2)c1ccccn1	-0.7	56	99	2	7	98	11	0.0	8
Cc1cccc(C(=O)N2CCN(S(=O)(=O)c3ccc4c(c3)OCCCO4)CC2)c1[N+](=O)[O-]	2.2	23	104	1	3	103	11	5.2	-12
COc1ccc(CCNS(=O)(=O)c2cc(/C=C/C(=O)O)ccc2C)cc1OC	-0.1	-7	97	-2	-7	108	4	0.0	2
O=[N+]([O-])c1cc(Cl)cc(/C=N/NC(=S)Nc2cc(S(=O)(=O)N3CCOCC3)ccc2Cl)c1O	0.4	16	87	-4	-12	98	-11	1.1	-11
C=CCOc1ccccc1/C=N/NC(=O)c1ccc(Cl)cc1Cl	-0.9	3	98	-5	0	110	33	-0.8	-10
CCn1c(SCC#N)nc2ccccc2c1=O	-0.2	6	94	1	0	98	-1	-0.4	-4
CN(C(=O)c1ccc(OC2CCN(CCc3ccccc3)CC2)cc1)C1CCCCC1	0.7	-15	105	-5	3	104	12	0.3	-5
Cc1cccc(-n2c(C)cc(C=C3C(=O)c4ccccc4C3=O)c2C)c1	-0.4	99*	.	-8	.	.	-13	0.6	-2
